Source: PubChem (National Center for Advancing Translational Sciences (NCATS))
EPAC1 antag – antagonists of human EPAC1 | O95398 | EPAC1 GEF assay, Rap1b-BODIPY-GDP exchange fluorescence | Potency, µM (titrated, usually from 115 µM), for the others: at the top dose activity change, negative = inhibition, hits mostly inhibitors | hit rate 0.14% among 360,000;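 note: potency is the fitted concentration of half-maximal effect; plate controls were vehicle for no effect and positive control for full effect; nearly all actives have a fitted effect of over 50% in size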
Target sequence (O95398 whole entry, looked up): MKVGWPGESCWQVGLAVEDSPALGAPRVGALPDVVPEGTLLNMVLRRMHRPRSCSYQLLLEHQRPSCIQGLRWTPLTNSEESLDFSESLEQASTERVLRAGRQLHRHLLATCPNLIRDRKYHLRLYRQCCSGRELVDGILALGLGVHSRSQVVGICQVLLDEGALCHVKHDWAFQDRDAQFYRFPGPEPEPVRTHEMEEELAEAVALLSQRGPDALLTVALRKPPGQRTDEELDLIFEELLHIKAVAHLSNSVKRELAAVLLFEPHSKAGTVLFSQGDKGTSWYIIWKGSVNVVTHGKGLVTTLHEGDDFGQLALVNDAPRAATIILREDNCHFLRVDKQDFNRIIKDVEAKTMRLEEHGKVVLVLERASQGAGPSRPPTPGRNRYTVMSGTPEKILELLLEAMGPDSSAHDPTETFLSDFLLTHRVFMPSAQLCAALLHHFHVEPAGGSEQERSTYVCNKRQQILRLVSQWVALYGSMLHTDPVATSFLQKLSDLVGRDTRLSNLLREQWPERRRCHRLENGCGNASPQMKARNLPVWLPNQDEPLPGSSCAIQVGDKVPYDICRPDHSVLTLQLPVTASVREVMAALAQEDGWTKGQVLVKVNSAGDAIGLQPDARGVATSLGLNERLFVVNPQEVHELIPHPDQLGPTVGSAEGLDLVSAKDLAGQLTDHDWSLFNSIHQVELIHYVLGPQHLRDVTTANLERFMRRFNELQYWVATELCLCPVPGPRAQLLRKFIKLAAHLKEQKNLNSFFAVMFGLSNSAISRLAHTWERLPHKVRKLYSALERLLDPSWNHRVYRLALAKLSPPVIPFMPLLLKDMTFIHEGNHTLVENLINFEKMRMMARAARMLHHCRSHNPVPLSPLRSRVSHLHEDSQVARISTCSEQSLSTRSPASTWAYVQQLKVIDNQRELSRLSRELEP
aSyn rescue – alpha-synuclein toxicity inhibition in yeast | hit rate 0.14% among 370,000 | Yeast expressing alpha-synuclein, growth rescue, BacTiter-Glo, 24 h | Potency, µM (top dose mostly 46.1 µM), for the others: top-dose growth rescue (activation), usual class: activators; note: potency is the fitted concentration of half-maximal effect; % of control where 0% means no effect; nearly all actives have a fitted effect of over 65% in size
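Readout is rescue of growth in alpha-synuclein-expressing yeast, so inhibitors of toxicity appear as activators. Growth after 24 hr at 30 deg C in galactose medium is quantified by luminescence.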
Abeta yeast res – compounds reversing amyloid beta toxicity in yeast. yeast expressing A-beta42, growth rescue, OD600, 48 h; response scale: 0% DMSO, 100% iron-clioquinol control. Potency, µM (series often up to 46.1 µM), inactives show at the highest dose growth rescue, usual class: activators. hit rate 0.063% among 410,000. AID 1347071; note: potency is the fitted concentration of half-maximal effect; nearly all actives have a fitted effect of over 55% in size
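Yeast growth medium received pinned compounds, then yeast cells expressing toxic A-beta were added; plates incubated at 30 C for 48 hr. Growth read as absorbance at 600 nm, normalized to DMSO and equimolar FeCl3 plus clioquinol controls.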
WRN inhibitor – WRN helicase (human) inhibition; hit rate 0.46% among 360,000; Potency, µM (titrated, usually from 114 µM), without a hit: at the top dose activity change, negative = inhibition, hits mostly inhibitors; WRN helicase unwinding, fluorescent forked duplex, kinetic; AID 651768; Q14191; note: potency is the fitted concentration of half-maximal effect; % is set by controls: 0 for no effect and ±100 for the full control effect; nearly all actives have a fitted effect of over 55% in size
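Fluorescence dequenching readout, ex 525 nm/em 598 nm, kinetic mode: forked duplex DNA (100 nM final) with adjacent fluorophore and quencher unwound by WRN (20 nM final) with 2 mM ATP. Compound preincubation 15 min, room temperature.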
IL2 activator – activates IL-2 in a cell-based reporter assay. IL-2 activation reporter assay, cell-based qHTS; stimulated with anti-CD3/CD4/CD28 beads; in transgenic mouse T cells. activation, % (series mostly up to about 46 µM). hit rate 0.065% among 360,000; in the data active = activation above about 50%; inconclusive = mostly about 30% to 49%; note: 0% is about no effect
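Readout: EGFP and DsRed signals by fluorescent plate cytometry. Unstimulated transgenic mouse T cells received compound 60 min before antibody-bead stimulation, then incubated 18 h at 37 degrees C.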
PI5P4Ka inh – blocks human PI5P4K alpha kinase activity. P48426. PI5P4Kalpha enzyme, ADP-Glo luminescence, 60 min; stronger effect = lower value. hit rate 1.2% among 330,000. max response, %; active = max response of -50% or lower; inconclusive = between -30% and -50%; inactive = -30% or higher; note: value at the top dose of about 77 µM; % is set by controls: 0 for no effect and ±100 for the full control effect
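Luminescence from ADP-Glo served as readout of PI5P4Kalpha activity in a qHTS format. Reaction: enzyme, substrate, compound, ATP at 5 microM final, 60 min at RT.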
FUS yeast rescue – suppressors of FUS proteinopathy in yeast | hit rate 0.24% among 390,000 | Potency, µM (series often up to 76.6 µM), inactives show at the top dose growth rescue (activation), actives largely listed as activators | S. cerevisiae FUS-expressing, growth rescue, OD600, 24 h;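 note: potency is the fitted concentration of half-maximal effect; plate controls were DMSO vehicle for no effect and reference control for full effect; nearly all actives have a fitted effect of over 55% in size; some results filed as inactive show a strong effect at the top dose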
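Compound concentration series was pinned onto galactose-induced FUS-expressing yeast seeded at OD 0.005. Plates sat 24hr at 30C; absorbance at 600 nm gave growth. DMSO served as background control.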
EPAC1 ag – agonists of human EPAC1; O95398; EPAC1 agonist qHTS, biochemical assay; response scale: 100% = response to 6.5 mM cAMP; Potency, µM (highest dose often 154 µM), inactives show at the highest dose activation, most hits filed as activators; AID 720707; hit rate 0.073% among 360,000; note: potency is the fitted concentration of half-maximal effect; nearly all actives have a fitted effect of over 60% in size
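Nucleotide exchange by EPAC1 (100 nM) on Rap1B–BODIPY-GDP (250 nM) in the presence of 50 uM GDP is tracked fluorescently at 480/540 nm over 30 min. Signals are normalized to a 6.5 mM cAMP control.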
PLK1 PBD block – inhibitors of human PLK1 polo-box domain binding. P53350. Plk1 PBD binding of FITC phosphopeptide, fluorescence polarization. hit rate 2.8% among 360,000. Potency, µM, for inactives: max response, negative = inhibition, actives largely listed as inhibitors; note: potency is the fitted concentration of half-maximal effect; series mostly up to about 57 µM; % is set by controls: 0 for no effect and ±100 for the full control effect; nearly all actives have a fitted effect of over 65% in size
An asterisk follows results filed as active; u = inconclusive; x = no result given; [ ] = dose if it differs, or a comment. Unless noted, calls come from the whole dose curve; as a rule, active = well fitted curve in the direction sought with a large enough effect; inconclusive = small, poorly fitted or top-dose-only effect, or another doubt; inactive = no such curve, though single readings can be large; an effect the other way counts as inactive or inconclusive.

SMILES	EPAC1 antag	aSyn rescue	Abeta yeast res	WRN inhibitor	IL2 activator	PI5P4Ka inh	FUS yeast rescue	EPAC1 ag	PLK1 PBD block
COc1ccc(-c2csc(NC(=O)Cc3cc(OC)c(OC)c(OC)c3)n2)cc1OC	-8%	5%	-5%	-8%	-1.1	-8	41%	10%	-6%
C(=Cc1nc2ccccc2o1)c1ccc2c(c1)OCO2	4%	-4%	-7%	5%	-3.5	4	-12%	4%	4%
COCCNc1nc(-c2ccc(OC)cc2C)c2sc(-c3ccccc3)cc2n1	-14%	-2%	-1%	-7%	-0.7	22	u	12%	-4%
Nc1nc(SCC(=O)OCc2ccccc2)[nH]c(=O)c1NC(=O)c1ccco1	6%	-2%	5%	11%	-2.3	0	-29%	-5%	1%
Cc1ccc(CNC(=O)CCNC(=O)c2ccc([N+](=O)[O-])cc2)cc1	-1%	-9%	2%	-8%	0.6	-3	8%	-1%	3%
CCN1C(=O)NC2=C(C(=O)c3ccccc32)C1c1ccccc1F (stereo not given)	-3%	-11%	11%	2%	-0.4	-29	-7%	-19%	-7%
Cc1cccc(NC(=O)CSc2nnc(CNC(=O)c3ccc(S(=O)(=O)N(C)C)cc3)n2-c2ccccc2)c1	7%	-2%	4%	u	-0.4	4	29%	-9%	3%
CCOc1ccccc1-c1nc2c([nH]1)c(=O)n(C)c(=O)n2C	-8%	6%	-4%	0%	6.1	0	-16%	4%	-6%
CC(C)[C@H](NC(=O)c1cccc(CN(Cc2ccccc2)C(=O)c2ccccc2)c1)C(=O)O	-13%	-4%	7%	0%	-2.7	-3	27%	-6%	3%
CCOc1nc2cnccc2n(CC(=O)Nc2cccc(C)c2)c1=O	2%	1%	-3%	-1%	-3.7	7	-5%	22%	-20%

8 structures out of the list, sorted by length of the SMILES, low to high:
SMILES	EPAC1 antag	aSyn rescue	Abeta yeast res	WRN inhibitor	IL2 activator	PI5P4Ka inh	FUS yeast rescue	EPAC1 ag	PLK1 PBD block
C(=Cc1nc2ccccc2o1)c1ccc2c(c1)OCO2	4%	-4%	-7%	5%	-3.5	4	-12%	4%	4%
CCOc1nc2cnccc2n(CC(=O)Nc2cccc(C)c2)c1=O	2%	1%	-3%	-1%	-3.7	7	-5%	22%	-20%
CCN1C(=O)NC2=C(C(=O)c3ccccc32)C1c1ccccc1F (stereo not given)	-3%	-11%	11%	2%	-0.4	-29	-7%	-19%	-7%
CCOc1ccccc1-c1nc2c([nH]1)c(=O)n(C)c(=O)n2C	-8%	6%	-4%	0%	6.1	0	-16%	4%	-6%
Nc1nc(SCC(=O)OCc2ccccc2)[nH]c(=O)c1NC(=O)c1ccco1	6%	-2%	5%	11%	-2.3	0	-29%	-5%	1%
COc1ccc(-c2csc(NC(=O)Cc3cc(OC)c(OC)c(OC)c3)n2)cc1OC	-8%	5%	-5%	-8%	-1.1	-8	41%	10%	-6%
CC(C)[C@H](NC(=O)c1cccc(CN(Cc2ccccc2)C(=O)c2ccccc2)c1)C(=O)O	-13%	-4%	7%	0%	-2.7	-3	27%	-6%	3%
Cc1cccc(NC(=O)CSc2nnc(CNC(=O)c3ccc(S(=O)(=O)N(C)C)cc3)n2-c2ccccc2)c1	7%	-2%	4%	u	-0.4	4	29%	-9%	3%

Further structures follow.
SMILES	EPAC1 antag	aSyn rescue	Abeta yeast res	WRN inhibitor	IL2 activator	PI5P4Ka inh	FUS yeast rescue	EPAC1 ag	PLK1 PBD block
CCN(c1cccc(C)c1)S(=O)(=O)c1cn(CC(=O)OC)c2ccc([N+](=O)[O-])cc12	-23%	1%	-5%	-5%	0.4	6	-32%	-10%	7%
O=C(COC(=O)c1cccc(Br)c1)Nc1ccc2[nH]c(=O)[nH]c2c1	-11%	-7%	16%	-8%	-3.9	-12	-4%	5%	-8%
O=C(COc1ccc(Cl)cc1)NCc1nnc(SCC(=O)Nc2ccccc2)o1	6%	8%	12%	0%	-1.8	0	5%	1%	-7%
Cc1cc(=O)oc2cc(OC(=O)CCN3C(=O)c4ccccc4C3=O)ccc12	-2%	13%	-1%	9%	5.8	x	-2%	0%	-19%
Cc1cc(C)n2nc(SCC(=O)N3CCC(C)CC3)nc2n1	-13%	4%	2%	-17%	0.4	3	2%	2%	-4%
Cn1nc(-c2ccccc2)c(C(=O)NCC(=O)O)c1Cl	-2%	-3%	-5%	11%	-2.3	-1	4%	-5%	u
O=C(CNS(=O)(=O)c1ccc(Br)cc1)NCc1ccncc1	11%	0%	-8%	-2%	-1.5	7	-4%	8%	-7%
O=C(OCCc1cc2ccccc2c(=O)o1)N1CCOCC1	3%	0%	0%	4%	-0.1	2	-19%	-8%	9%
O=C(NCCC1=CCCCC1)C1CCCN(c2nc3ccccc3o2)C1 (stereo not given)	11%	0%	12%	0%	0.1	x	31%	-5%	-3%
COc1ccc(C(=O)NC2=Nc3ccccc3N=C(C)C2c2ccccc2)cc1 (stereo not given)	-11%	-11%	5%	-6%	0.1	-7	7%	14%	-7%
CC(=O)Nc1cccc(OCCCNC(=O)C2CCC2)c1	-7%	1%	14%	-3%	-1.5	1	27%	4%	-4%
NC(=O)c1ccc(NC(=O)COc2cccc3ccccc23)cc1	9%	0%	-2%	12%	-1.2	-5	21%	-11%	2%
CC(C)c1nnc(NC(=O)CC(=O)Nc2ccccc2C(=O)O)s1	0%	-2%	-12%	0%	-0.1	u	-2%	12%	-8%
CCN1C(=O)N(c2ccc(Cl)cc2)C(C)=CC1(C)C	0%	4%	2%	5%	-0.1	7	-7%	-5%	-6%
O=C(NC1CS(=O)(=O)CC1NCc1ccccc1)c1ccccc1 (stereo not given)	17%	-1%	-10%	1%	2.9	0	24%	2%	-10%
Cn1ncc(Br)c1C(=O)Nc1ccc(Cl)cn1	5%	0%	12%	1%	0.3	-1	-28%	1%	-9%
COc1ccc(C(=O)CN(CCC(=O)O)S(=O)(=O)c2ccc([N+](=O)[O-])cc2)cc1	10%	-6%	0%	-1%	1.4	3	-19%	0%	-2%
CC(C)=CCC[C@H](C)CC1Cc2[nH]c(=S)[nH]c(=O)c2C(c2ccc(F)cc2)O1 (stereo not given in full)	-9%	-6%	12%	-7%	0.5	-11	28%	-2%	-13%
CNC(=S)/N=C/NOCc1c(Cl)cccc1Cl	-12%	6%	-18%	-15%	-0.4	2	-6%	1%	-4%
C=CCN(C(=O)c1cc(C)cc(C)c1)C1(C(=O)Nc2ccccc2)CCN(C(C)C)CC1	-8%	2%	-2%	14%	-4.9	-5	-5%	3%	-8%
Cc1cc(NC(c2ccc(Cl)cc2)c2ccc3cccnc3c2O)no1 (stereo not given)	-17%	2%	-68%[inhibitor]	-14%	0.1	10	-2%	14%	-5%
CCOc1ccc(CCNC(=O)COC(=O)CNS(=O)(=O)c2ccc(NC(C)=O)cc2)cc1OCC	12%	-1%	10%	-7%	-4.5	0	9%	5%	6%
FC(F)(F)c1cc(-c2ccco2)nc(N2CCN(Cc3ccccc3)CC2)n1	3%	1%	1%	1%	-3.6	x	16%	0%	-7%
COc1ccc(C(=O)Nc2ccc(OC)c(OC)c2)cc1	-3%	-4%	17%	0%	-2.1	x	21%	-10%	-6%
C=CCNC(=O)COC(=O)c1ccc(Cl)c(S(=O)(=O)N(Cc2ccccc2)c2ccccc2)c1	2%	0%	18%	-16%	-2.9	0	u	14%	-2%
O=C(Nc1ccc(C(=O)O)cc1)/C(=C\c1ccc([N+](=O)[O-])cc1)NC(=O)c1ccco1	1%	1%	0%	9%	1.0	-16	-27%	8%	-2%
CN(CC(=O)Nc1cccc(F)c1)C(=O)C1CCC(C(=O)N(C)CC(=O)Nc2cccc(F)c2)CC1 (stereo not given)	4%	-10%[1.84 µM]	12%	0%	-0.9	-4	13%	0%	-4%
COc1cc(/C=N/NC(=O)c2cccc(S(=O)(=O)N3CCCC3)c2)ccc1O	-10%	-9%	-5%	-32%	1.6	2	32%	26%	-7%
CC1(C(=O)NCC2CC2)Cc2c(-c3cccc(C(N)=O)c3)ccnc2O1 (stereo not given)	-19%	-10%	-5%	-4%	-0.3	-3	-1%	10%	-4%
CSc1nc(C)cc(SCC(=O)Nc2ccccc2)n1	14%	0%	15%	4%	-2.5	x	7%	0%	-9%
CCOC(=O)N1CCC(N(C(=O)Nc2ccccc2)C(C)CC)CC1 (stereo not given)	15%	-1%	-6%	-5%	-0.6	x	-16%	-1%	-14%
Cc1ccc(S(=O)(=O)Cn2nnnc2C(CC(C)C)N2CCN(C3CCCC3)CC2)cc1 (stereo not given)	1%	0%	-9%	-3%	-0.8	2	24%	1%	-19%
C[C@@H]1CCCCO[C@H](CN(C)S(=O)(=O)c2ccc(F)cc2)[C@@H](C)CN([C@H](C)CO)C(=O)c2cc(NC(=O)Nc3ccc(C(F)(F)F)cc3)ccc2O1	24%	1%	-2%	1%	-3.2	-5	u	-23%	3%
Cc1nc(Nc2ccc(S(N)(=O)=O)cc2)sc1-c1ccccc1	-29%	-7%	-4%	-5%	1.6	x	21%	22%	-7%
CCCCC(=O)Nc1nc(C)c(-c2csc(Nc3ccccc3OC)n2)s1	2%	9%	-5%	0%	-0.6	0	u	6%	-7%
CCCc1cc(=O)n2[nH]c(SCc3ccccc3)nc2n1	0%	9%	12%	1%	-2.6	x	5%	-4%	-2%
Cc1cc(C)n2c(SCc3cccs3)nnc2n1	16%	-3%	-5%	8%	-2.4	-3	12%	0%	-8%
CCCNC(=O)c1c(CSc2ccccc2)noc1C(=O)NCc1ccccc1	-26%	5%	6%	3%	-0.6	4	17%	3%	-10%

Rows are unselected, and some 4.1% of all compounds hit somewhere here.
